Compound activity as filed in PubChem.
IL-2 act = IL-2 activation; IL-2 activation reporter assay, cell-based qHTS; stimulated with anti-CD3/CD4/CD28 beads; in transgenic mouse T cells; 360,000 compounds, 0.065% hits; activation, % (series mostly up to about 46 µM); in the data active means activation above about 50%; inconclusive means mostly about 30% to 49%; further: 0% is about no effect
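Unstimulated transgenic mouse T cells; 60-min compound exposure; bead-based TCR/CD4/CD28 stimulation; 18 h culture, 37 degrees C; dual fluorescence (EGFP, DsRed) plate cytometry.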
S2 tox = viability counter-screen for ATXN expression inhibitors; S2 cells (HEK-293 line with an ATXN2-luciferase reporter) viability, CellTiter-Fluor protease fluorescence, 24 h; Potency, µM (titrated, usually from 56.7 µM), most hits filed as cytotoxic; 400,000 compounds, 0.49% hits; AID 651635; further: potency means the concentration at half of the fitted maximal effect; nearly all actives have a fitted effect of over 40% in size
A549 viability = A549 cytotoxicity, counter-screen for Nrf2 inhibitors. A549 ARE-Fluc cells, CellTiter-Fluor viability, 18-24 h. Potency, µM (highest dose often 46 µM), for inactives: at the top dose activity change, negative = cytotoxicity, usual class: inhibitors. 390,000 compounds, 0.16% hits; further: potency means the concentration at half of the fitted maximal effect; on the % scale 0 is the no-effect control and ±100 the full control effect
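A549 ARE_Fluc cells in 5% FBS OPTI-MEM were exposed to compounds in concentration-response for 18-24 h at 37 deg C. Viability was read by CellTiter-Fluor fluorescence (Ex 405/Em 525) after 30 min, before the luciferase read.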
EPAC2 agonist = activates human EPAC2 exchange factor; Potency, µM (top dose mostly 154 µM), for the others: at the highest dose activation, most hits filed as activators; AID 720711; EPAC2 activation, biochemical qHTS; response scale: 100% = 6.5 mM cAMP response; Q8WZA2; 360,000 compounds, 0.079% hits; further: potency means the concentration at half of the fitted maximal effect; nearly all actives have a fitted effect of over 50% in size
Target sequence (Q8WZA2 whole entry, looked up): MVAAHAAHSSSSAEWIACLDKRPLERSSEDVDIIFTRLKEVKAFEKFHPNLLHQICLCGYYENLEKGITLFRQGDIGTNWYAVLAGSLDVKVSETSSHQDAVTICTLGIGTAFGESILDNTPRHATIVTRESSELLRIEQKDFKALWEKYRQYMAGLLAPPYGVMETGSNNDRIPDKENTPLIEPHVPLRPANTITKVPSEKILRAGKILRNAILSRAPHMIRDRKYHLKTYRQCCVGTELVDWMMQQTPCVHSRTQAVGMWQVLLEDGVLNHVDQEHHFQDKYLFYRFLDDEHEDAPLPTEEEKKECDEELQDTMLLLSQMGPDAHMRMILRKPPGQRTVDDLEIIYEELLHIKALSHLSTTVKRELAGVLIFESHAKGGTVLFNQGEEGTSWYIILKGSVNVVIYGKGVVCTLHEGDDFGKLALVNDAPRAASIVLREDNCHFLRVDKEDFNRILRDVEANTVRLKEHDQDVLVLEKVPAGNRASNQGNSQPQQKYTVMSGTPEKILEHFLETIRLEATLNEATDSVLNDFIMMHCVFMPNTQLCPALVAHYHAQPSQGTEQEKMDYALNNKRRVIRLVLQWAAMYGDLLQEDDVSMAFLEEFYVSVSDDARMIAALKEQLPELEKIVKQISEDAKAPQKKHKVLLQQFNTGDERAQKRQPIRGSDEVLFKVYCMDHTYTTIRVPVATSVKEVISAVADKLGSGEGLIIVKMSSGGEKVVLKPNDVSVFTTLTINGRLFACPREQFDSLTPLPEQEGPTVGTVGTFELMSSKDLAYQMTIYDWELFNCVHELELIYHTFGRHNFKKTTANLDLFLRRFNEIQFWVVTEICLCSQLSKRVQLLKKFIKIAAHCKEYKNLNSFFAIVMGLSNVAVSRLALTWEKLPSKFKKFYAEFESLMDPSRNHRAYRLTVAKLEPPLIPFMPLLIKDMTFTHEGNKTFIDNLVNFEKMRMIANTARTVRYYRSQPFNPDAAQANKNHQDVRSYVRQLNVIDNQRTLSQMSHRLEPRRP
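qHTS, titration series. 100 nM EPAC2 / 250 nM Rap1B-BODIPY-GDP / 50 uM GDP; RT; ex 480/em 540 nm, 5-min reads to 30 min. Norm. to 6.5 mM cAMP = activation.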
TGFb inhibitor = TGF-b pathway inhibition; HepG2 CAGA-GFP TGF-b/SMAD3 reporter, GFP fluorescence, 18 h; TGF-beta stimulated, 500 pg/mL final; Potency, µM (doses to about 46.1 µM), without a hit: at the highest dose activity, negative = inhibition, most hits filed as inhibitors; 410,000 compounds, 1.2% hits; AID 588855; further: potency means the concentration at half of the fitted maximal effect; on the % scale 0 is the no-effect control and ±100 the full control effect; nearly all actives have a fitted effect of over 65% in size
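First, reporter cells (HEPG2 CAGA-GFP) rested 2 h at 37 degrees C. Next, compounds were pinned in and TGF-beta added to 500 pg/mL final. After 18 h, GFP was imaged per cell and summed per well.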
ATXN2 expr inh = ATXN2 expression inhibition; Potency, µM (highest dose often 57 µM), for inactives: at the top dose activity change, negative = inhibition, actives largely listed as inhibitors; 360,000 compounds, 0.72% hits; HEK-293 ATXN2-luciferase reporter, luminescence, 24 h; further: potency means the concentration at half of the fitted maximal effect; on the % scale 0 is the no-effect control and ±100 the full control effect; nearly all actives have a fitted effect of over 55% in size
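ATXN2-luciferase reporter cells (luciferase flanked by upstream and downstream ATXN2 gene portions) were treated 24 h at 37 °C with compounds at up to 57 uM. SteadyGlo luminescence gave expression; GF-AFC fluorescence gave viability.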
HepG2 tox = counter-screen for TGF-b inhibitors: cytotoxicity in HepG2 cells; HepG2 CAGA-GFP viability, ATP luminescence, 18 h; Potency, µM (top dose mostly 46.1 µM), inactives show at the highest dose activity change, negative = cytotoxicity, usual class: cytotoxic; 410,000 compounds, 0.76% hits; AID 588856; further: potency means the concentration at half of the fitted maximal effect; some results filed as inactive show a strong effect at the top dose
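HepG2 CAGA-GFP cells (1000/well, DMEM with 1% FBS) received compound, then TGF-beta at 500 pg/mL final, and were incubated 18 hours at 37 degrees C. Viability was read by CellTiter-Glo luminescence. Media-only wells were set as complete cell-killing and DMSO as no toxicity.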
Nrf2 ARE act = activates Nrf2 signaling; 410,000 compounds, 0.31% hits; AREc32 ARE-luciferase reporter (MCF7-derived line), luminescence, 24 h; Potency, µM (titrated, usually from 46.1 µM), for inactives: at the top dose activation, actives largely listed as activators; AID 624171; further: potency means the concentration at half of the fitted maximal effect; % of control where 0% means no effect; nearly all actives have a fitted effect of over 65% in size
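Nrf2 activation is followed as ARE-luciferase induction in the AREc32 line after one day of compound treatment; luminescence is read with Steady-Glo.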
Nrf2 block = Nrf2 pathway inhibition | A549 ARE-Fluc reporter, luciferase luminescence, 18-24 h | Potency, µM (series often up to 46 µM), for inactives: at the top dose activity change, negative = inhibition, usual class: inhibitors | 360,000 compounds, 2.1% hits | AID 504444; further: potency means the concentration at half of the fitted maximal effect; on the % scale 0 is the no-effect control and ±100 the full control effect; nearly all actives have a fitted effect of over 60% in size
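A549 ARE_Fluc cells, 5000/well, 5% FBS OPTI-MEM; compounds in dose-response, 18-24 h at 37 °C/5% CO2; CellTiter-Fluor viability read (Ex 405/Em 525), then BugLite luciferase luminescence = Nrf2 activity.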
Active calls of the source: *; i = inactive; u = inconclusive; x = not tested or not shown; & = joins results of further samples; [ ] = another dose, or the depositor's remark. Unless noted, the call rests on the fitted dose curve; in most records, active means well fitted curve in the direction sought with a large enough effect; inconclusive means small, poorly fitted or top-dose-only effect, or another doubt; inactive means no such curve, though single readings can be large; an effect the other way counts as inactive or inconclusive.

Each structure is followed by: IL-2 act	S2 tox	A549 viability	EPAC2 agonist	TGFb inhibitor	ATXN2 expr inh	HepG2 tox	Nrf2 ARE act	Nrf2 block
1	COc1ccc(Cl)cc1NC(=S)NCCSc1ccc(C)cc1
    0.1	i	7%	11%	u	0%	-7%	0.3%	5%
2	COc1ccc(CN(C)C(=O)c2ccccc2Sc2ccccc2C#N)cc1OC
    -1.1	i	-3%	5%	0%	-15%	-1%	-0.4%	u
3	CCC(CO)N=CC1=C(O)CC(c2ccccc2)CC1=O (stereo not given)
    -0.4	i	1%	12%	-4%	0%	-9%	-1.6%	-19%
4	O=C(NCC(=O)N1CCCCCCC1)c1ccc(Cl)cc1
    -0.6	i	13%	11%	-7%	x	-53%	0.7%	23%
5	Cc1cccc(NCC(O)Cn2cnc3c2c(=O)n(C)c(=O)n3C)c1 (stereo not given)
    -0.1	i	0%	6%	2%	-15%	1%	0.0%	u
6	Cc1csc(C(=O)O)c1-c1c(C)csc1C(=O)O
    -1.9	i	10%	2%	-5%	5%	-12%	-1.0%	10%
7	CC(C)CNS(=O)(=O)c1ccc(CCC(=O)N2CCC(C(N)=O)CC2)cc1
    1.2	i	4%	1%	4%	4%[11.3 µM]	-5%	2.2%	-8%
8	Cc1cccc(NC(=O)c2onc3c2CCCC3)n1
    -2.1	i	1%	6%	11%	-25%	-98%	7.1%	u
9	CNc1cncc(-c2cccc(C(=O)NCCN(C)C)c2)n1
    1.2	i	x	3%	36%	-1%	-6%	0.9%	x
10	O=C(Nc1ccc([N+](=O)[O-])cn1)C1CCCCC1
    -1.2	i	3%	0%	3%	4%	-19%	-0.4%	4%
11	COc1ccccc1NS(=O)(=O)c1cc(NC(=O)CNC(=O)c2ccccc2)ccc1C
    -0.5	i	2%	-3%	-25%	0%	1%	0.3%	u
12	Cc1cccc(N(CC(N)=O)C2SC(=O)N(Cc3cccc(C(=O)O)c3)C2=O)c1 (stereo not given)
    x	i	4%	x	-24%	3%	-4%	0.4%	-17%
13	COc1cccc(NC(=O)CN(C)C(=O)c2cc3c(s2)CCCC3)c1
    1.5	i	1%	3%	2%	16%	5%	2.9%	17%
14	CC1(c2nnc(-c3ccc(F)cc3)o2)CC(c2ccc([N+](=O)[O-])cc2)=NO1 (stereo not given)
    1.6	i	0%	11%	9%	2%	-10%	-0.7%	u
15	O=C(CSCc1ccccc1)N1CCN(Cc2ccc3c(c2)OCO3)CC1
    1.8	i	18%	-7%	-2%	5%	-30%	0.2%	16%
16	CCCCn1c(SCC(N)=O)nc2sc3c(c2c1=O)CCC3
    1.0	i	1%	9%	-17%	20%	-40%	0.0%	4%
17	CCN1CCN(Cc2nc3ccc([N+](=O)[O-])cc3c(=O)n2-c2ccc(OC)cc2OC)CC1
    0.5	i	2%	7%	4%	-2%	-8%	2.6%	3%
18	COc1cccc(-c2nnc(SCC(=O)N3CCC(C)CC3)o2)c1
    x	u	-8%	x	-5%	14%	-5%	4.1%	-3%
19	O=c1c2sc3ccccc3c2n(Cc2cccc(F)c2)c(=O)n1Cc1ccccc1
    x	i	9%	x	-6%	6%	-2%	-0.8%	9%
20	COCc1cc(C)nc(Nc2cc(C)ccc2C)c1C#N
    -0.7	i	0%	-6%	-7%	6%	11%	1.8%	u

Continued:
Each structure is followed by: IL-2 act	S2 tox	A549 viability	EPAC2 agonist	TGFb inhibitor	ATXN2 expr inh	HepG2 tox	Nrf2 ARE act	Nrf2 block
21	CCCN(CC(=O)Nc1ccccc1C)C(=O)c1ccc(S(=O)(=O)N2CCCC2)cc1
    -0.5	i	1%	-7%	2%	-1%	0%	-0.7%	-13%
22	Cc1cc(C)c(NC(=O)CS(=O)CC(=O)NC2CCCc3ccccc32)c(C)c1 (stereo not given)
    0.6	i	5%	-5%	-6%	1%	-54%	1.8%	5%
23	Cc1ccccc1S(=O)(=O)Nc1ncnc2sccc12
    2.0	i	4%	13%	1%	x	-13%	-0.2%	-23%
24	CCN(CC)c1ccc(NC(=O)C(Cc2ccccc2)NS(=O)(=O)c2ccc(Br)s2)c(C)c1 (stereo not given)
    x	i	1%	x	2%	4%	-13%	-0.5%	-17%
25	Cc1cc(N)c(-n2cc3c(=O)n(C)c(=O)n(C)c3c2)cc1C
    0.9	i	3%	12%	-1%	20%	-39%	10%	20%
26	C#C[C@]1(O)CC[C@H]2[C@@H]3CCc4cc(OC)ccc4[C@H]3CC[C@@]21C
    0.1	i	-1%	-2%	0%	2%&18%	-21%	-0.4%	-12%
27	COc1ccc(Cn2nnnc2C(C(C)C)N2CCN(c3ccccc3OC)CC2)cc1 (stereo not given)
    -0.4	u	-1%	19%	0%	-5%	11%	3.3%	x
28	CCCC(=O)Nc1ccc(C(=O)N/N=C/c2ccc([N+](=O)[O-])o2)cc1
    0.2	i	-9%	7%	0%	u	-31%	26%	9%
29	CCOC(=O)c1c(S(=O)(=O)N2CCC(C(=O)N3CCN(c4ccc(F)cc4)CC3)CC2)c(C)n(C)c1C
    x	i	2%	x	3%	-3%	-22%	-0.8%	x
30	Cc1ccc(-c2nc(SCC(=O)Nc3cc(C)on3)c3c(=O)n(C)c(=O)n(C)c3n2)cc1
    0.0	i	0%&-9%	-9%	-26%&3%	u	-19%&-1%	-0.6%&-0.8%	14%
31	Cc1cc(C)c(NC(=O)C2CCN(C(=O)c3ccco3)CC2)c(C)c1
    1.1	i	1%	-2%	22%	4%	-1%	0.6%	-26%
32	CC(=O)Nc1sc2c(c1C(c1ccccc1)N1CCOCC1)CCCC2 (stereo not given)
    -0.4	i	-3%	0%	3%	-1%	8%	9.9%	1%
33	Cc1cc(C)n(C(=O)CNC(=O)c2ccccc2F)n1
    -2.8	i	0%	-2%	3%	2%	8%	0.7%	-2%
34	CN1CC(=O)N(CC(=O)Nc2ccc3c(c2)CCC3)C1=O
    -0.7	i	3%	-7%	-4%	-1%	5%	-0.3%	4%
35	O=C(COC(=O)CCOc1ccccc1)Nc1cc(S(=O)(=O)N2CCCCC2)ccc1Cl
    -1.1	i	1%	21%	6%	-14%	3%	-0.3%	16%
36	O=C(CSCc1ccccc1Br)N/N=C/c1ccc(OCC(=O)N2CCCCC2)cc1
    -0.2	i	8%	-13%	u	8%	-34%	-0.5%[9.22 µM]	12%
37	O=C(c1cccs1)N1CCN(S(=O)(=O)c2cccc(Cl)c2Cl)CC1
    -1.7	u	-1%	5%	0%	13%	-14%	0.0%	-19%
38	COC(=O)c1ccc(CN2C(=O)c3ccccc3C2=O)o1
    -0.4	i	-6%	7%	11%	6%	-28%	-0.8%	u
39	Cc1ccccc1C(=O)NCC(C)NC(=O)c1ccccc1C (stereo not given)
    6.1	i	-7%	1%	7%	-12%	9%	-0.2%	1%
40	Cc1oc(CC(C)C)cc1C(N)=O
    0.2	i	4%	9%	8%	3%	0%	1.6%	-7%

Values by screen from the entries so far:
IL-2 act for nos. 23 to 27, in order: 2.0, x, 0.9, 0.1, -0.4
HepG2 tox for nos. 23 to 27, in order: -13%, -13%, -39%, -21%, 11%

Profiles as entered above:
Cc1cc(C)c(NC(=O)CS(=O)CC(=O)NC2CCCc3ccccc32)c(C)c1 (stereo not given) is entered as IL-2 act: 0.6; S2 tox: i; A549 viability: 5%; EPAC2 agonist: -5%; TGFb inhibitor: -6%; ATXN2 expr inh: 1%; HepG2 tox: -54%; Nrf2 ARE act: 1.8%; Nrf2 block: 5%
CCCN(CC(=O)Nc1ccccc1C)C(=O)c1ccc(S(=O)(=O)N2CCCC2)cc1 is entered as IL-2 act: -0.5; S2 tox: i; A549 viability: 1%; EPAC2 agonist: -7%; TGFb inhibitor: 2%; ATXN2 expr inh: -1%; HepG2 tox: 0%; Nrf2 ARE act: -0.7%; Nrf2 block: -13%
Cc1cc(C)n(C(=O)CNC(=O)c2ccccc2F)n1 is entered as IL-2 act: -2.8; S2 tox: i; A549 viability: 0%; EPAC2 agonist: -2%; TGFb inhibitor: 3%; ATXN2 expr inh: 2%; HepG2 tox: 8%; Nrf2 ARE act: 0.7%; Nrf2 block: -2%

Next section:
Each structure is followed by: IL-2 act	S2 tox	A549 viability	EPAC2 agonist	TGFb inhibitor	ATXN2 expr inh	HepG2 tox	Nrf2 ARE act	Nrf2 block
41	CC(C)n1c(SCC(=O)NC2CC2)nnc1-c1ccco1
    -3.7	i	-2%	7%	8%	0%	11%	-2.0%	4%
42	O=C1CC(Nc2ccccc2)C(=O)N1Cc1ccccc1 (stereo not given)
    -1.8	i	-2%	-5%	1%	-6%	-1%	0.0%	-2%
43	CC1(C(=O)Nc2ccc3[nH]ncc3c2)CCN1C(=O)CC(c1ccccc1)c1ccccc1 (stereo not given)
    0.0	u	x	17%	3%	7%	-25%	0.0%	x
44	COc1ccc(NC(=O)CNS(=O)(=O)c2ccc(Cl)cc2)cc1OC
    -4.1	i	-9%	10%	5%	3%	-6%	0.4%	-28%
45	CCOC(=O)c1cnc(N2CCOCC2)[nH]c1=O
    -2.6	i	1%	4%	8%	-4%	5%	-0.1%	7%
46	Cc1nc2cc(NS(=O)(=O)c3cccc(F)c3)ccc2s1
    -2.5	i	2%	7%	0%	-2%	-15%	0.6%	-2%
47	O=C(NCCN1CCCC1)c1cccc(Cl)c1
    0.1	i	0%	8%	-10%	-13%	-12%	0.2%	-8%
48	Cc1ccc(NC(=O)O/N=C/c2ccc(N(C)C)cc2)cc1
    0.2	i	1%	8%	2%	34%[activator]	-2%	0.1%	u
